M1 antag: blocks the rat M1 muscarinic receptor response to acetylcholine | CHO-M1 cells, Fluo-4 calcium, ACh EC80 antagonist mode; hits give low values | B-score at 10 µM | AID 628 | hit rate 3.4% among 64,000 | P08482;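 active = calcium fluorescence response, raw or row-and-column corrected B-score, differing from the plate sample mean either way at a set confidence level, mostly lower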
Target sequence (P08482 whole entry, looked up): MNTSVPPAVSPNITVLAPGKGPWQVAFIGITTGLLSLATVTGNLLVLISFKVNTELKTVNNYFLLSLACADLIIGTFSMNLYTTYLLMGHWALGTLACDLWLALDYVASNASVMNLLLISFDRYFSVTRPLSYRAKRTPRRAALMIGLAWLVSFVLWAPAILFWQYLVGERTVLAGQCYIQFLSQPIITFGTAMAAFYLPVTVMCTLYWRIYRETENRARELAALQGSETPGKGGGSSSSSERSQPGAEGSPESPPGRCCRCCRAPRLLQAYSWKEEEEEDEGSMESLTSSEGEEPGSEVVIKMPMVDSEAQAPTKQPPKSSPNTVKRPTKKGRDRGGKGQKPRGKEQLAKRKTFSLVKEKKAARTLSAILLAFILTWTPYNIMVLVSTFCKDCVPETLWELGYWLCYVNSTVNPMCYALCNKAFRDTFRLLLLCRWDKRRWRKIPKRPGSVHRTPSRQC
HER2 expr 66K: Her2 kinase expression inhibition. P04626. SKBR-3 HER2 protein level, AlphaScreen, 18-24 h; hits give low values. HER2 level % of control, % at 10 µM. hit rate 0.69% among 65,000. AID 645;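 active = HER2 level under 5% of the carrier-only control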;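 also: 100% = DMSO carrier and 0% = 500 nM PU-H71 HSP90 inhibitor; lower value means stronger loss of Her2 protein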
E coli RNAP: inhibitors of Escherichia coli RNA polymerase; AID 559; P0A8V2; inhibition, %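 (tested at 10 µM)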; hit rate 0.2% among 62,000; E. coli RNA polymerase, fluorescence transcription assay; in the data active = inhibition above about 20%;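 also: 0% = enzyme without compound and 100% = no enzyme blank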
D1 mod: D1 dopamine receptor (human) allosteric modulation | HEK293 D1, CRE-luciferase, dopamine EC30 potentiation; actives deviate in either direction | B-score at 10 µM | hit rate 5.9% among 58,000;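 active = luminescence count or its row- and column-corrected plate score outside the 99.7% band of the plate's sample wells, on either side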
M1 agonist: M1 muscarinic receptor agonism | B-score at 10 µM | CHO-M1 cells, Fluo-4 calcium fluorescence, agonist mode; hits give high values | hit rate 3% among 64,000;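 active = fluorescence rise, raw or as B-score row- and column-corrected plate score, outside the 99.7% band of its plate's samples, either direction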
Hsp90 block: displaces geldanamycin probe from tumor Hsp90; NCI-N417 lysate Hsp90, Cy3B-geldanamycin FP displacement; inhibition, % at 30 µM; hit rate 0.35% among 64,000;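 active = inhibition above 50%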;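 also: 0% = tracer plus lysate wells and 100% = tracer alone without lysate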
Autofluor 339: intrinsic fluorescence of library compounds, ex339/em460 – biochemical, MLSMR library, data from DPM-DC assay, artefact control, profiling panel | compound autofluorescence, ex339/em460 nm, NADH buffer; hits give high values; 1 = no-compound wells, NADH background | hit rate 5.5% among 65,000 | fluorescence fold increase at 10 µM;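 active = at 10 µM, mean starting fluorescence two-fold or more over control wells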;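 also: signal is the first read of a kinetic run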
NADH coupling: inhibitors of enzymes used to reach an NAD/NADH endpoint. coupled PK/LDH NADH assays, four targets. IC50, µM (top dose mostly 10 µM), for inactives: top-dose inhibition. hit rate 0.02% among 65,000;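 active = single-dose screening hits from any of four coupled enzyme assays that gave an IC50 when retested across doses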;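 also: the DPM-DC format reads NADH fluorescence rather than 340 nm absorbance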
5HT1a ag: agonists of human 5-HT1a serotonin receptor; CHO 5-HT1a Ga15 NFAT-bla reporter, FRET ratio; 0% basal, 100% maximal reference agonist; activation, % at 10 µM; hit rate 0.56% among 65,000;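 active = activation above the screen-wide mean activation plus 3 SD, cut at about 19% in these data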;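 also: 0% = DMSO wells and 100% = 5-CT at EC100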
Target sequence (P08908 whole entry, looked up): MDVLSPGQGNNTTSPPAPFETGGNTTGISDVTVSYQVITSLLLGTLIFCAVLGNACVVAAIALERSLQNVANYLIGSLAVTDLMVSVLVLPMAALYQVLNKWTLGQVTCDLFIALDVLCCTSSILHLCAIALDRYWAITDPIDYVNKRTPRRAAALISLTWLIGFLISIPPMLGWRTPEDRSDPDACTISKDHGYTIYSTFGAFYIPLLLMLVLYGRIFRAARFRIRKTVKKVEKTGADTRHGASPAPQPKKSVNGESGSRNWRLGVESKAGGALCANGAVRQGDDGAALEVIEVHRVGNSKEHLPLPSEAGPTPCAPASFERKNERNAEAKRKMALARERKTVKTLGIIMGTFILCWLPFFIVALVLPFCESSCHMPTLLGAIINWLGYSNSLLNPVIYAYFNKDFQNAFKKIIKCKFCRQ
The depositor's hits bear a star; nt = no result given; [ ] = remark or other dose.

Order of results – M1 antag, HER2 expr 66K, E coli RNAP, D1 mod, M1 agonist, Hsp90 block, Autofluor 339, NADH coupling, 5HT1a ag
Cc1ccccc1Cn1c(C(C)O)nc2ccccc21 (centres undefined)
  -0.0041, 102, 9, nt, -0.5, 0, 0.99, 4%, -0.6
CN1CCN(C(c2cccnc2)c2ccc3cccnc3c2O)CC1 (centres undefined)
  0.36, 77, 4, 0.8, -0.99, 0, 0.99, 7%, -0.6
c1ccc(Cn2nnc3c(N4CCC5(CC4)OCCO5)ncnc32)cc1
  -0.022, 106, 11, 1.8, -0.0074, -1, 1.1, 3%, 2.6
COc1ccc(Nc2oc(-c3ccccc3Cl)nc2C#N)cc1
  -1.4, 64, 0, 7*, 37*, -3, 2.1*, 3%[fluoresces], 11
CCOc1ccc(-c2nnc(-c3ccncc3)o2)cc1
  -0.72, 110, 5, -0.99, 0.15, -4, 2*, 20%, -0.8
COc1ccc(N2Cc3cccc(C(=O)O)c3C2=O)cc1
  0.3, 94, 2, -0.74, -0.14, -5, 1.1, 1%, -3.1
NC(=O)c1cc(-c2ccccc2)nc(N2CCCCCC2)n1
  1, 73, 4, 2.7*, 0.11, -1, 1.5, 8%, 2.6
COCCNS(=O)(=O)c1cc(-c2nn(C)c(=O)c3ccccc23)ccc1C
  0.071, 83, -1, 3.1, 0.74, nt, 1.1, 1%, -0.5
N=c1c2c(n(Cc3ccc(Cl)c(Cl)c3)c3c1CCC3)CCCC2
  -2.4*, 56, 3, -3.4, -0.35, -3, 1, 5%, -5.4
CCC1(C)COC2(OC1)C(=O)Nc1ccccc12 (centres undefined)
  nt, 79, 1, -5.1, nt, -4, 1.1, 8%, -1.2
Cc1cccc(NS(=O)(=O)c2cccc3cccnc23)n1
  0.33, 108, 8, 0.55, -0.15, -6, 1.1, 4%, -0.1
COC(=O)c1cc2occc2n1CC(=O)Nc1cc(OC)cc(OC)c1
  0.0078, 79, 7, -0.016, 0.43, 1, 1.1, 7%, -3.1
COc1ccc(-n2c(SC3CCOC3=O)nc3ccccc32)cc1 (centres undefined)
  1.1, 104, 6, 2.8, -0.033, -12, 1.1, 5%, -2.7
COC(=O)CNC(=O)c1c(-c2ccccc2Cl)noc1C
  0.28, 141, 3, 0.76, -0.14, -5, 1.2, 10%, -3.1
CCCn1c(=O)n(C)c(=O)c2c3oc(=O)c(NC(=O)c4ccc(F)cc4)cc3[nH]c21
  0.34, 46, 14, 0.018, 0.81, -5, 1.1, 4%, 1.7

Part of the list above, showing only NADH coupling, M1 agonist and E coli RNAP.
SMILES,NADH coupling,M1 agonist,E coli RNAP
Cc1ccccc1Cn1c(C(C)O)nc2ccccc21 (centres undefined),4%,-0.5,9
CN1CCN(C(c2cccnc2)c2ccc3cccnc3c2O)CC1 (centres undefined),7%,-0.99,4

Later entries:
Order of results – M1 antag, HER2 expr 66K, E coli RNAP, D1 mod, M1 agonist, Hsp90 block, Autofluor 339, NADH coupling, 5HT1a ag
COCCCNC(=O)COc1ccc(S(=O)(=O)Nc2ccccc2)cc1
  -0.024, 104, 5, 0.016, 0.86, -2, 1.1, 4%, -0.4
COCCn1c(SCC(N)=O)nc2c(c1=O)SC(C)C2 (centres undefined)
  0.66, 100, -4, 1.1, -0.12, -3, 1.1, 6%, -2.7
CCCCCCC(=O)N(O)C1CC(=O)N(Cc2ccccc2)C1=O (centres undefined)
  0.08, 55, 3, -0.89, 0.00091, -5, 1.2, 2%, -6.8
COc1cccc(C(=O)Cn2c(N3CCOCC3)nc3c2c(=O)n(C)c(=O)n3C)c1
  1.1, 86, 3, 1.1, 0.48, -2, 1.1, 5%, -2.8
Cn1c(C(=O)N2CCN(c3nc4ccccc4s3)CC2)cc2sccc21
  -0.46, 59, 11, -0.82, 1.1, -2, 1, 6%, -1.1
CCCS(=O)(=O)N1CCCC(C(=O)NCCN2CCC(Cc3ccccc3)CC2)C1 (centres undefined)
  -2.4*, 90, 5, -0.2, 0.7, -3, 1.1, 3%, -2.3
CCN(CC)CCCNc1oc(-c2cccc(Cl)c2)nc1C#N
  -0.48, 108, 4, -1.3, -0.097, 0, 3*, 5%[fluoresces], -0.2
O=C(CCNS(=O)(=O)c1cccc2nsnc12)N1CC(=O)N(CCc2ccccc2)C(=O)C1
  0.13, 129, 7, -0.37, 0.038, -5, 1.1, 4%, -2.3
CNc1nc(SCc2ccccc2)nc(N2CCOCC2)n1
  -0.076, 72, 4, 11*, 0.15, 0, 1.1, 7%, -6.7
Cc1ccc(-n2nc(-c3ccc(N)cc3)cc2N)cc1
  0.97, 73, 4, -1.4, -0.72, -4, 1.1, 3%, -2.9
CCc1ccc(N2CC34C=CC(O3)C(C(=O)OC)C4C2=O)cc1 (centres undefined)
  -0.46, 114, 4, 0.06, 0.69, -2, 0.99, 2%, -4.1
Cc1ccc(-c2nn(CC(=O)Nc3ccc4c(c3)nc3n4CCOC3)c(=O)c3ccccc23)cc1
  0.0048, 95, 3, -0.091, -0.5, -5, 1.1, 2%, -0.9
Cc1cccc(CSc2ncnc3nc[nH]c23)c1
  1.6, 70, 4, nt, -0.31, 1, 1.1, 3%, 0.4
N#CC1=C(N)N=C(SCc2ccccc2)C(C(N)=O)C12CCCCC2 (centres undefined)
  -0.33, 87, 5, 0.53, 0.25, 4, 1.1, 3%, -3.5
CCn1nnc(NC(=O)COc2cc(C)ccc2C(C)C)n1
  0.21, 67, 2, -0.67, 0.71, 72*, 1.1, 3%, -1.7

The listing continues.
Order of results – M1 antag, HER2 expr 66K, E coli RNAP, D1 mod, M1 agonist, Hsp90 block, Autofluor 339, NADH coupling, 5HT1a ag
Cc1ccc(N=c2oc3cc(O)ccc3cc2C(N)=O)cc1
  0.29, 6, 0, 0.66, 0.47, -1, 2.2*, 2%, 71*
COc1ccc(-c2cn3cc(Cl)ccc3n2)cc1OC
  -0.063, 74, -1, -0.018, -0.34, -3, 4.8*, 3%[fluoresces], -3.1
COc1ccc(C(=O)n2nc(C)cc2C)cc1Br
  nt, 123, -7, 1.3, nt, nt, 1.1, 6%, nt
COC(=O)C1C(=O)NC(SC)=C(C#N)C1c1ccccc1 (centres undefined)
  0.82, 101, nt, 0.92, -0.18, -2, 1.1, 2%, -1.8
CC(C)(C)NC(=O)COC(=O)c1ccc(O)cc1
  -0.054, 99, 2, -1.1, 0.41, -1, 1.1, 2%, -2.4
CC1CCCN(c2ccc(C(=O)NCC3CCCO3)cn2)C1 (centres undefined)
  -1.9, 122, -6, 0.17, 0.31, 1, 1.1, 2%, -1.4
O=C(NCc1cccnc1)c1cccc(C(F)(F)F)c1
  0.41, 103, 9, nt, 0.39, -5, 1.1, 2%, -1.6
O=C(COC(=O)c1cn(-c2ccccc2)nc1-c1cccs1)NC1CC1
  -1.6, 76, -2, nt, -0.99, -1, 1.1, 3%, -2.8
COC(=O)c1ccc(Nc2cc(C)nc(-c3ccccc3O)n2)cc1
  0.16, 95, 3, 2.3, -0.11, 3, 1.8, 79%, 1.7
CC(=O)N1CCN(C2c3cccc4cccc(c34)C2NS(=O)(=O)c2ccccc2)CC1 (centres undefined)
  -1.2, 108, -4, 0.42, -0.097, -4, 1.1, 2%, -0.1
CC(=O)c1cc2c(cc1NC(=O)c1cc(C)nn1-c1ccccc1)OCO2
  -0.25, 64, -13, -0.019, -0.095, -3, 2.2*, 3%[fluoresces], 24*
COCc1nc(-c2ccc(-c3ccccc3)nc2OC)no1
  -0.25, 99, 8, nt, -0.25, -5, 1.2, 4%, -3.8
COc1ccc(CCNC(=O)C2CCN(Cc3nc(-c4cccc(Cl)c4)oc3C)CC2)cc1OC
  0.3, 81, -3, -0.36, -0.28, -3, 1.1, 1%, 1.2
CCN(CC)C(=O)CSc1nc2ncc(Cl)cc2[nH]1
  0.052, 123, 7, -0.33, 0.7, -3, 1.1, 5%, 1.0
CC(=O)/C(C#N)=C1\NC(=O)C(Cc2ccccc2)S1 (centres undefined)
  0.97, 68, 10, nt, -0.0078, -3, 1, 4%, 2.0

Next part
Order of results – M1 antag, HER2 expr 66K, E coli RNAP, D1 mod, M1 agonist, Hsp90 block, Autofluor 339, NADH coupling, 5HT1a ag
CC1(C)CC(C(=O)Nc2nccs2)CCO1 (centres undefined)
  0.018, 72, 6, 0.88, 0.0098, -8, 1.1, 4%, 0.4
Cc1ccc(NC(=O)N2CCC(C(N)=O)CC2)cc1
  -0.51, 51, 0, -0.27, 0.095, -1, 1.1, 7%, -1.7
CCCn1c(=O)c2ccccc2n2c(SCC(=O)c3ccccc3)nnc12
  2.5*, 103, 4, 0.017, 2.3, -8, 1, 5%, -0.1
COc1ccc(Cl)cc1S(=O)(=O)NCc1cccs1
  0.33, 136, 4, 0.46, 0.23, -1, 1.1, 0%, -0.5
COc1ccc(S(=O)(=O)Cc2ccc(C(=O)N3CCN(c4ncccn4)CC3)o2)cc1
  0.35, 109, 10, 1.9, 0.63, 0, 1.1, 3%, 0.2
CCN(CC)CCN1C(=O)c2oc3ccccc3c(=O)c2C1c1cccc(Br)c1 (centres undefined)
  -2, 91, 9, -2.2, -0.71, -1, 1.1, 9%, 2.3
COc1nc(OC)nc(N2CCC(C(=O)Nc3cccc4ccccc34)CC2)n1
  0.17, 80, 8, 0.98, 1.2, 2, 1.1, 5%, -3.5
CCOc1cc(-c2nc3ccccn3c2NCC2CCCO2)ccc1O (centres undefined)
  -1.8*, 92, -12, -4.1*, 10*, 8, 3*, 4%[fluoresces], -0.1
O=[n+]1cc(-c2cc3ccccc3o2)n([O-])c2c1CCCC2
  -0.81, 72, 1, nt, -1.7, 1, 2.9*, 16%, 3.9
Cc1nnc(SCC(=O)Nc2sc3c(c2C#N)CCCC3)[nH]c1=O
  0.47, 155, -4, 0.15, -0.95, -7, 1, 3%, 0.2
CN(C)CCN1CC(C(=O)O)CC1=O (centres undefined)
  -0.16, 104, -6, -0.74, 1.3, 0, 1, 4%, -1.0
CC(=O)Nc1cccc(-c2nc3ccccc3c(=O)o2)c1
  -0.53, 65, -7, 0.17, -0.26, -3, 1.1, 3%, 0.8
Cc1cc(C(=O)CSc2nnc(N)s2)c(C)n1CCc1ccc(Cl)cc1
  -0.22, 76, 9, -0.5, 0.031, -2, 1.1, 1%, 0.8
C=CCNc1nc(-c2c(C)nc3sccn23)cs1
  0.6, 89, 9, -0.56, -0.11, 1, 1.1, 0%, 1.0
CC/C(=C\C(=O)c1cccnc1)Nc1ccc(C)c(C)c1
  -0.64, 82, 5, 0.039, -0.16, -2, 0.99, 11%, -3.3
O=C(c1ccccc1)c1c[nH]c2cc3c(cc2c1=O)OCO3
  1.5, 121, 8, -0.17, 0.73, -1, 1.1, 0%, 0.8
Cc1ccc(C)c(-n2c(SCC(=O)Nc3nonc3C)nnc2-c2ccoc2C)c1
  0.13, 111, 8, 0.75, 0.0052, -4, 1.1, 10%, 0.6

As a short view, some entries already given:
Order of results – M1 antag, HER2 expr 66K, E coli RNAP, D1 mod, M1 agonist, Hsp90 block, Autofluor 339, NADH coupling, 5HT1a ag
CC1(C)CC(C(=O)Nc2nccs2)CCO1 (centres undefined)
  0.018, 72, 6, 0.88, 0.0098, -8, 1.1, 4%, 0.4
Cc1ccc(NC(=O)N2CCC(C(N)=O)CC2)cc1
  -0.51, 51, 0, -0.27, 0.095, -1, 1.1, 7%, -1.7
